Source: PubChem (several laboratories)
Rpn11 inh – blocks the human proteasome subunit Rpn11; O00487; human 26S proteasome, Ub4-pepOG fluorescence polarization; 20S core pre-blocked with epoxomicin; calls only at 20 µM; hit rate 0.59% among 360,000; AID 588493;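 active means inhibition at 20 µM, scaled to each plate's controls, above about 33%, limit read from the data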
FAS TE block – FAS thioesterase (human) inhibition | P49327 | recombinant FAS-TE, OMFH fluorogenic substrate, fluorescence endpoint | inhibition, % at 15 µM | hit rate 0.67% among 360,000 | AID 602261;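 active means compounds whose normalised, plate-corrected inhibition of enzyme fluorescence in the single-dose primary screen is 50% or more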;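 further: 0% = DMSO with enzyme and 100% = substrate without enzyme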
Target sequence (P49327 whole entry, looked up): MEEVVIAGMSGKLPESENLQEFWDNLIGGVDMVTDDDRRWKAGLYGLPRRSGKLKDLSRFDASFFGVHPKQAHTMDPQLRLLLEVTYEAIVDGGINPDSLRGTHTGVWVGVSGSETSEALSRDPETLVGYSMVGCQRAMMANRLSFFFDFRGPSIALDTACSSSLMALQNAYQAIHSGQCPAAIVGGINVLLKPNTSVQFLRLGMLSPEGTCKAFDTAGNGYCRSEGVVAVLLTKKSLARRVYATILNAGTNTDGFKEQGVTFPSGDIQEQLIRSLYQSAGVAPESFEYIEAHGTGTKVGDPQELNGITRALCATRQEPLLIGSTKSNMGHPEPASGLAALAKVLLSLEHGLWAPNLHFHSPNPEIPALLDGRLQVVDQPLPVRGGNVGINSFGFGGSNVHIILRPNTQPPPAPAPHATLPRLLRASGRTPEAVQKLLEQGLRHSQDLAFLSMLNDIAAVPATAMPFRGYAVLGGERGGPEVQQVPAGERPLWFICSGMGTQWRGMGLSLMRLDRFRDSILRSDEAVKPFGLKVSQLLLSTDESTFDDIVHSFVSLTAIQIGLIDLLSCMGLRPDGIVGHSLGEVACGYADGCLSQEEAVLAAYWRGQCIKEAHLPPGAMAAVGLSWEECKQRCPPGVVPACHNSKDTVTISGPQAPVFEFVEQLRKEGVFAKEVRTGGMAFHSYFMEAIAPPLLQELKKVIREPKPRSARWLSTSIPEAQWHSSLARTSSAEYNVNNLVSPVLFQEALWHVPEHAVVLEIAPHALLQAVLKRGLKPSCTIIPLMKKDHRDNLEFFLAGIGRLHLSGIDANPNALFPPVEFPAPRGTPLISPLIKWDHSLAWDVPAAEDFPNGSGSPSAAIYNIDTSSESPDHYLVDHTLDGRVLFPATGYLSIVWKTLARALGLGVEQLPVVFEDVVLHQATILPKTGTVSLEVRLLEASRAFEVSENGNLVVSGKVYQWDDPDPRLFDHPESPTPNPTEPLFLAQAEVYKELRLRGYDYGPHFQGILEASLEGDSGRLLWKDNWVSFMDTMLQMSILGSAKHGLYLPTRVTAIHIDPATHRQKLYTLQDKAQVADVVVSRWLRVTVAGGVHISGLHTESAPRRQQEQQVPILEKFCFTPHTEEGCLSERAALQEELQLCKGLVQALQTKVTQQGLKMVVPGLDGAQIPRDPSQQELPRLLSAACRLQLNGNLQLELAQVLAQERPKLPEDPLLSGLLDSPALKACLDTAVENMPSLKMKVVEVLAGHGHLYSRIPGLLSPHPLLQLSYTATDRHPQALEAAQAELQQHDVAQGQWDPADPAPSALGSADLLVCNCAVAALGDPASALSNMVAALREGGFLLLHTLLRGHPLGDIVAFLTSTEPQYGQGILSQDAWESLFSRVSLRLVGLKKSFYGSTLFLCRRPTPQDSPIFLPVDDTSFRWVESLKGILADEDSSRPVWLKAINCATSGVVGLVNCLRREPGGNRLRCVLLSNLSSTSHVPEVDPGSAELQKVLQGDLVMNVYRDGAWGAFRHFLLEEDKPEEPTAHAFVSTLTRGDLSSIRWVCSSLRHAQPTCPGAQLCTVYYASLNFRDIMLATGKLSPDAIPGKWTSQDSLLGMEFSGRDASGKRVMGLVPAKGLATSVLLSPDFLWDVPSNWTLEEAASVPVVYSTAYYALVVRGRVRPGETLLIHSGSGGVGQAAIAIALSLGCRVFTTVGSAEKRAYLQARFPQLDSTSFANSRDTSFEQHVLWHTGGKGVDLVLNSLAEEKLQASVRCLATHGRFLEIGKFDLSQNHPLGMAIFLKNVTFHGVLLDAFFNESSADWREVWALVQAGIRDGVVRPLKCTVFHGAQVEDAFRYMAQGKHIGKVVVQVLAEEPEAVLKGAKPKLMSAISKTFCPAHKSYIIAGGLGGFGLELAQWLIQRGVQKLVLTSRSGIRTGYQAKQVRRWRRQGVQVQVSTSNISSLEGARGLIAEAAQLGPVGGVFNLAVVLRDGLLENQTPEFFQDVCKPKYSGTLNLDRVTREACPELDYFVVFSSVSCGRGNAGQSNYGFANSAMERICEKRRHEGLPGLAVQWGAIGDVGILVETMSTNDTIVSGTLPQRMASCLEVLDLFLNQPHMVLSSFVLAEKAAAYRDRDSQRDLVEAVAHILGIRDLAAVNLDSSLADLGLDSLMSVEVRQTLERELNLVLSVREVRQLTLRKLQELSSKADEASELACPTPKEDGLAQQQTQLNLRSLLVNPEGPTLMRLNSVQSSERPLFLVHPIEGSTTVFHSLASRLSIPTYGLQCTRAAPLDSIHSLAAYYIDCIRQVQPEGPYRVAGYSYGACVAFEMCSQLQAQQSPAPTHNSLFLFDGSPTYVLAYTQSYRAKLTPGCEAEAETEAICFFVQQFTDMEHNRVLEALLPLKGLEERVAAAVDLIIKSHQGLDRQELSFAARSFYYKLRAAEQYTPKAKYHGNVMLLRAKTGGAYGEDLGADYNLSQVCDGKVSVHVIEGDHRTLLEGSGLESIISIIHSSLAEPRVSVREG
NadD block – blocks S. aureus nicotinate mononucleotide adenylyltransferase; purified NadD enzyme, colorimetric absorbance read-out; inhibition, % at 20 µM; hit rate 0.78% among 360,000; in the data active means inhibition above about 26%; further: some compounds past the cut are filed as inactive
Rin1 Abl inh – blocks binding of human Rin1 to Abl | P00519+Q13671 | TR-FRET Rin1/Abl binding, biochemical | inhibition, % at 7.35 µM | hit rate 0.4% among 360,000; in the data active means inhibition above about 5%, passing the limit was not always enough
MT1-MMP act inh – MT1-MMP (human) activation inhibition. AID 651647. GFP/RFP ratio change, % at 20 µM. HT1080 RFP-PRO-GFP cells, GFP/RFP ratio fluorescence, overnight; percent of plate control window, DMSO zero. hit rate 0.061% among 360,000;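 active means GFP/RFP ratio change of at least 30% with cell ATP level not reduced by more than half and red fluorescence within 50% of control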; further: strong numbers were not always called active
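Assay system: HT1080 cells carrying an RFP-PRO-GFP reporter | Dosing: Single dose of 20 µM compound, 1% DMSO final | Incubation: Cells overnight before dosing, compound overnight, 37 °C, 5% CO2 | Evaluation: GFP/RFP fluorescence ratio | Control set: DMSO and RFP-L50D-GFP cell wells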
MLLE-PAM2 inh – inhibitors of microRNA-mediated deadenylation, human PABP1 MLLE binding. P11940. GST-MLLE / FITC-PAM2 fluorescence polarization. inhibition, % at 20 µM. hit rate 0.36% among 360,000. AID 588489; in the data active means inhibition above about 35%, passing the limit was not always enough;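 further: plate controls were DMSO wells with GST-MLLE for no effect and wells lacking GST-MLLE protein for full effect; some results filed as inactive read as strong as hits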
CSN inh – blocks human CSN-mediated cullin deneddylation; Q92905; Purified CSN, SCF-Nedd8-OG deneddylation, fluorescence polarization; inhibition, % at 12.5 µM; hit rate 0.38% among 360,000; AID 651999;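 active means pattern-corrected inhibition above about 35%, with an unprinted fluorescence ratio check between 0.5 and 1.5, limit read from the data, passing the limit was not always enough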;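 further: 0% = enzyme with substrate and 100% = substrate without enzyme; some results filed as inactive read as strong as hits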
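Assay system: Purified human Csn5 enzyme expressed in HEK293T cells | Amount: Enzyme 0.24 nM | Measured by: Fluorescence polarization readout | Medium: Tris/NaCl/DTT buffer, pH 7.5 | Compound dosing: One concentration, 12.5 µM, 0.25% DMSO | Times: 90 min incubation of compound, enzyme and substrate at room temperature | Control set: no-enzyme wells high, enzyme-with-substrate wells low | Read-out: % inhibition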
SKN-1 block – blocks SKN-1 activity in C. elegans. hit rate 0.49% among 360,000. inhibition, % at 21.8 µM. C. elegans VP596 Pgst-4::GFP/RFP ratio, acrylamide-induced, 24 h;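 active means interference check ratio from 0.5 to 1.5 plus GFP to RFP signal ratio inhibition reaching or exceeding a fixed threshold, cut at about 30% in these data, passing the limit was not always enough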; further: some compounds called inactive have numbers as strong as hits
Neddylation inh – inhibitors of human cullin neddylation; TR-FRET cullin neddylation, biochemical; calls only at 25 µM; hit rate 0.58% among 360,000; AID 651699; in the data active means inhibition above about 36%
* marks the source's active call; other numbers are inactive results; i = inactive; . = no result given; + = active, no number. Outcome played no part in choosing rows. About 3.9% of those tested had a hit in this group.

SMILES	Rpn11 inh	FAS TE block	NadD block	Rin1 Abl inh	MT1-MMP act inh	MLLE-PAM2 inh	CSN inh	SKN-1 block	Neddylation inh
COc1cc(SC)ccc1C(=O)NCCCOC(C)C	i	-2	0	3	2	-21	5	10	i
O=C(Nc1sc2c(c1C(=O)O)CCCCC2)c1cccnc1	i	-6	5	4	2	32	-3	5	i
CCOC(=O)Cn1cnc(C)c1	i	-4	-1	2	2	2	-2	-1	i
CC(C)CCc1noc(CN(CC2CCC2)CC2CCCO2)n1 (configuration not stated)	i	6	-2	2	9	0	-2	-7	i
COc1cc(NCc2ccccc2)c2ncn(C(C)C)c2c1	i	-2	2	3	1	-3	1	29	i
O=C(CC1C(=O)NCCN1Cc1cccc(Oc2ccccc2)c1)NCC1CCOCC1 (configuration not stated)	i	-3	1	3	-2	21	-5	7	i
O=C(Nc1nnc(C(F)(F)F)s1)c1cccnc1	i	-7	-1	-2	3	-11	2	10	i
CC[N+](CC)(CC)CCC(O)(c1ccccc1)C1CCCCC1 (configuration not stated)	i	0	1	0	0	-12	-1	8	i
O=C(C(=O)N1CCCN(Cc2ccc(F)cc2)CC1)c1ccccc1	.	.	.	.	5	.	4	7	i
COC(=O)c1cc(C)sc1NC(=S)N1CCN(CCc2ccccc2)CC1	i	27	-2	-1	2	-9	2	-8	i
Cc1onc(-c2ccccc2)c1C(=O)N/N=C/c1ccc(O)c([N+](=O)[O-])c1	i	-5	4	-1	8	-7	0	6	i
COc1ccc(C(=O)Nc2c(C)csc2C(=O)O)cc1	i	-4	5	3	0	14	5	-1	i
CC(=O)c1ccc(Nc2nc(C(N)CC(C)C)cs2)cc1 (configuration not stated)	i	-8	-1	-2	-4	-9	2	16	i
CCN1CCN(c2cc(C)c3cc(NC(=S)N4CC(C)CC(C)C4)ccc3n2)CC1 (configuration not stated)	i	-2	-5	-2	2	-94	1	-7	i
CCOc1cc(N2CCOCC2)c(OCC)cc1NC(=O)COC(=O)c1ccc(OC)c([N+](=O)[O-])c1	i	8	2	-3	6	-6	5	9	i
Cn1c(=O)oc2cc(C(=O)c3ccccc3)ccc21	i	-1	2	-3	3	-5	3	21	i
O=C(Nc1cc(S(=O)(=O)N2CCOCC2)ccc1N1CCOCC1)c1cnccn1	i	-8	6	3	9	-4	3	6	i
Cc1cc(C)c2c(=O)[nH]n(C3CCCCCC3)c2n1	i	-7	-3	1	3	-16	10	1	i
COc1cc(C(=O)NCCSc2ccc(F)cc2)cc(OC)c1OC	i	-3	-9	0	5	-4	0	-3	i
CCC(=O)c1ccc(OCC(=O)OCC(=O)NCCC2=CCCCC2)cc1	i	-6	-7	-1	1	-16	1	3	i
O=C(Nc1ccc2c(c1)OCO2)C1CC1(Cl)Cl (configuration not stated)	i	-4	2	3	-3	-1	-4	3	i
CCc1nc2c(OCC3CCCCC3)cccn2c1N(C=O)Cc1ccc(OC)cc1	i	21	12	-1	-12	-2	0	17	i
CC(C)(C(=O)N1CCC1(C)C(=O)NS(=O)(=O)c1ccc(C#N)cc1)c1ccccc1 (configuration not stated)	i	-4	3	-3	-3	1	3	7	i
CCOC(=O)C1=C(CSc2nc(CC)c(C)cc2C#N)OC(N)=C(C#N)C1c1ccc(OC)cc1 (configuration not stated)	i	14	20	3	-198	-1	9	6	i
COc1cccc(C(O)c2ncc(-c3ccccc3)[nH]2)c1 (configuration not stated)	i	-7	-4	1	0	-5	4	-11	i
CC1SCC(=O)N(CC(=O)Nc2ccc3c(c2)OCCO3)C1=O (configuration not stated)	i	-1	-3	-1	-2	10	-6	-17	i
CC(=O)C1=C(C)NC(=O)NC1/C=C/c1ccccc1 (configuration not stated)	i	-7	1	2	-2	-10	5	0	i
COC(=O)C1(S(=O)(=O)c2ccc(C)cc2)CCOCC1	i	-8	2	1	4	2	-1	-7	i
CC(=O)c1ccc(-c2cnc3c(NC=O)cc(-c4ccc(S(C)(=O)=O)cc4)cn23)cc1	i	40	3	-2	-13	-5	4	24	i
CCOc1ccc(NC(=O)CCN2C(=O)c3ccccc3C2=O)cc1	i	-5	-1	-2	-2	0	0	-3	i

Arranged by molar mass (falling): some entries from above.
SMILES	Rpn11 inh	FAS TE block	NadD block	Rin1 Abl inh	MT1-MMP act inh	MLLE-PAM2 inh	CSN inh	SKN-1 block	Neddylation inh
O=C(Nc1cc(S(=O)(=O)N2CCOCC2)ccc1N1CCOCC1)c1cnccn1	i	-8	6	3	9	-4	3	6	i
CCC(=O)c1ccc(OCC(=O)OCC(=O)NCCC2=CCCCC2)cc1	i	-6	-7	-1	1	-16	1	3	i
COc1cc(C(=O)NCCSc2ccc(F)cc2)cc(OC)c1OC	i	-3	-9	0	5	-4	0	-3	i
CCOc1ccc(NC(=O)CCN2C(=O)c3ccccc3C2=O)cc1	i	-5	-1	-2	-2	0	0	-3	i
CC1SCC(=O)N(CC(=O)Nc2ccc3c(c2)OCCO3)C1=O (configuration not stated)	i	-1	-3	-1	-2	10	-6	-17	i
CC(C)CCc1noc(CN(CC2CCC2)CC2CCCO2)n1 (configuration not stated)	i	6	-2	2	9	0	-2	-7	i
O=C(Nc1sc2c(c1C(=O)O)CCCCC2)c1cccnc1	i	-6	5	4	2	32	-3	5	i
COC(=O)C1(S(=O)(=O)c2ccc(C)cc2)CCOCC1	i	-8	2	1	4	2	-1	-7	i
COc1cccc(C(O)c2ncc(-c3ccccc3)[nH]2)c1 (configuration not stated)	i	-7	-4	1	0	-5	4	-11	i
O=C(Nc1nnc(C(F)(F)F)s1)c1cccnc1	i	-7	-1	-2	3	-11	2	10	i
Cc1cc(C)c2c(=O)[nH]n(C3CCCCCC3)c2n1	i	-7	-3	1	3	-16	10	1	i

Following part:
SMILES	Rpn11 inh	FAS TE block	NadD block	Rin1 Abl inh	MT1-MMP act inh	MLLE-PAM2 inh	CSN inh	SKN-1 block	Neddylation inh
C[C@H](NC(=O)[C@@H]1CSC2c3ccccc3C(=O)N21)C(=O)NC1CCCCC1 (some centres not stated)	i	-7	2	2	-2	0	3	-9	i
CC1(C)c2ssc(=S)c2-c2ccccc2N1C(=O)c1ccco1	i	18	-3	0	-40	15	2	22	i
CC[C@H](C)Cc1cn([C@@H](CCCN=C(N)N)C(=O)NCCCCCCCCCCC(=O)N2CCNCC2)nn1	i	-8	-4	8	0	2	4	-28	i
COc1ccc2c3c([nH]c2c1)C(C)N(C(C)=O)CC3 (configuration not stated)	i	-4	0	-2	5	3	1	-3	i
COCCN(C(=O)COC(=O)/C=C/c1ccc2ccccc2n1)c1c(N)n(Cc2ccccc2)c(=O)[nH]c1=O	i	-8	8	-2	-10	-17	2	5	i
Cc1sc2nc(CN3CCOCC3)nc(NS(=O)(=O)c3cc(Cl)ccc3Cl)c2c1C	i	-1	4	1	0	-9	3	-1	i
CCOC(=O)CC1C(=O)NCCN1C(=O)Nc1ccccc1 (configuration not stated)	i	-9	3	3	4	-3	-2	19	i
Cc1cc(C)c(C(=O)/C=C/c2cccs2)c(=O)[nH]1	+	-5	1	0	-7	-4	2	-9	i
CCn1c(C)c(CCC(=O)O)c(=O)n2nc(-c3ccccc3OC)cc12	i	3	2	-2	5	-7	-1	14	.
CCCCCCSc1nc2c(c(=O)[nH]c(=O)n2C)n1C	i	2	-1	-1	2	16	0	8	i
COC(=O)c1cc2sc(Cl)cc2n1CC(=O)Nc1cccc(SC)c1	i	13	5	1	8	-1	0	-4	i
CC(C)(C)c1cc(Cc2ccccc2)[nH]n1	i	-2	-7	0	0	23	8	2	i
CC1CC(C)CN(S(=O)(=O)c2cccc3nsnc23)C1 (configuration not stated)	i	2	-5	2	0	-3	2	0	i
CC1=C(C(=O)N(C(C)C)C(C)C)CC(CC(=O)NCc2cccs2)C(=O)N1CCCN1CCCC1=O (configuration not stated)	i	-17	-9	6	8	12	-3	-2	i
O=S(=O)(c1ccccc1)N1CN(Cc2ccc(F)cc2)c2nc3ccccc3nc21	i	27	3	-2	1	-4	-2	11	i
Cc1ccc(NC(=O)Nc2cccc(C)n2)cc1	i	-1	-2	0	-3	-5	2	12	i
N/C(=N\OC(=O)COc1ccccc1Cl)c1ccccn1	i	-12	4	-1	7	-5	-15	2	i
COC(=O)C1(O)CC(CC(C)C)=NN1C(=O)c1ccccc1 (configuration not stated)	i	-9	0	-2	4	1	1	-1	i
Cc1cc(Nc2ccc3c(c2)OCCO3)c2cccc(C)c2n1	i	-8	-2	-6	11	4	-1	2	i
COCCNC(=O)/C(C#N)=C/c1cc(C(C)C)c(OC)cc1C	i	-3	0	-2	-1	2	-3	1	i
Cc1cccc(OCC(=O)NC(=S)Nc2ccc(S(=O)(=O)NC3CCCCC3)cc2)c1	i	15	-6	-1	1	34	2	-10	i
Cc1ccccc1CN1CCN(CCCc2ccccc2)C(CCO)C1 (configuration not stated)	i	-2	-11	-1	-3	-12	1	0	i
CCOc1ccc(N2C(=O)CC(N3CCN(c4ccccc4OC)CC3)C2=O)cc1 (configuration not stated)	i	-5	2	0	4	9	-6	-13	i
O=C(COc1ccc(F)cc1)c1ccc2c(c1)CCCC2	i	11	-9	0	-1	-2	1	-9	i
Cc1cccc(NC(=O)CSc2ncnc3sc(C)c(C)c23)n1	i	8	1	-6	-1	-29	7	2	i
CCOC(=O)NC(=O)/C(C#N)=N\Nc1ccc(Cl)cc1	i	-1	1	3	9	9	0	-20	i
CC(C)(C)c1ccc(C(=O)NCc2ccccc2)cc1	i	-5	-2	1	1	2	6	9	i
CCOc1cccc(OCCOCCOc2ccccc2C(C)=O)c1	i	-2	-7	1	2	5	-9	6	i
CCOC(=O)COc1nc(C)cc(C(F)(F)F)c1C#N	i	-1	-1	0	-12	-11	-1	5	.
CCn1c(C)nc2cc(C(=O)NNC(=O)[C@@H](NC(=O)c3cc(OC)cc(OC)c3)C(C)C)ccc21	i	-3	-1	1	2	-5	-2	16	i
C[C@H](CO)N1C[C@H](C)[C@H](CN(C)S(=O)(=O)c2ccc(Cl)cc2)OCc2cnnn2CCCC1=O	i	-9	-6	2	1	0	1	-4	i
COCCn1c(SCC(=O)Nc2cccc(OC)c2)nc2c(oc3ccccc32)c1=O	i	4	-9	1	-7	-6	0	15	i
Cc1cc(C(=O)COC(=O)CC(NC(N)=O)c2ccc(Cl)cc2)c(C)n1C (configuration not stated)	i	-1	1	2	0	-5	-3	2	i
Cc1ccc(NC(=O)Cc2ccsc2)cc1S(=O)(=O)N1CCOCC1	i	-2	-9	6	1	-5	-4	3	i
COc1ccc(C(=O)Nc2nncs2)c(OC)c1	i	-5	-4	0	0	0	-1	-5	i
